Assay outcomes as filed in PubChem.
a7 integrin act – qHTS for Activators of Integrin-Mediated Alleviation for Muscular Dystrophy | alpha7betagal myoblasts, beta-gal FDG fluorescence, 48 h | Potency, µM (titrated, usually from 38.3 µM), for inactives: at the highest dose activation, actives largely listed as activators | 350,000 compounds, 0.064% hits | AID 624291, 2012;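 also: potency is read from the fitted curve at half-maximal effect; 100% = response of the positive control SU9516; nearly all actives have a fitted effect of over 60% in size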
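Alpha7betagal+/- myoblasts (passage 13) were plated 16-24 hr, then exposed to compounds (1:260 dilution of DMSO stock) for 48 hours at 37C. After MPER lysis, β-galactosidase reporter activity was read as FDG fluorescence (ex 480/em 540) after 30 minutes.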
ASM inhibitor – Inhibitors of Secretory Acid Sphingomyelinase (S-ASM): qHTS | Sphingomyelin phosphodiesterase (Homo sapiens), P17405 | placental ASM, HMU-PC fluorogenic substrate, 60 min | Potency, µM (titrated, usually from 57.5 µM), inactives show at the top dose activity change, negative = inhibition, hits mostly inhibitors | 340,000 compounds, 0.006% hits | AID 504937, 2011; also: potency is read from the fitted curve at half-maximal effect
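Human placenta-derived ASM enzyme was preincubated with compound for 10 minutes at room temperature, then given fluorogenic substrate HMU-PC0 (9 uM final) for 60 minutes at 37 °C; a pH 10 stop preceded fluorescence reading at Ex 386/Em 447 nm.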
uPA generation – qHTS for Inhibitors of Cell Surface uPA Generation. cell surface uPA generation assay, qHTS. Potency, µM (highest dose often 38.3 µM), inactives show top-dose activity change, negative = inhibition, most hits filed as inhibitors. 330,000 compounds, 0.31% hits; active = well fitted inhibition curve with a large enough effect; inconclusive = small, poorly fitted or top-dose-only effect; inactive = no such curve, though single readings can be large or run the other way; tested in mouse RAW 264.7 cells; also: potency is read from the fitted curve at half-maximal effect; % is scaled to controls: 0 for no effect and ±100 for the full control effect; nearly all actives have a fitted effect of over 55% in size
USP2a block – qHTS Assay for Inhibitors of Ubiquitin-specific Protease USP2a Using CHOP2 as the Reporter. Ubiquitin carboxyl-terminal hydrolase 2 (Homo sapiens), O75604. USP2 core, Ub-CHOP2 coupled fluorogenic reporter, 485/531. Potency, µM (highest dose often 38.3 µM), for the others: at the highest dose activity change, negative = inhibition, most hits filed as inhibitors. 330,000 compounds, 0.01% hits;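 also: potency is read from the fitted curve at half-maximal effect; plate controls were DMSO wells for no effect and full inhibition by NEM control for full effect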
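Cell-free coupled assay: 10nM USP2 core preincubated 30min RT with compound in Tris-HCl pH 8.0/CaCl2/CHAPS buffer, then 25nM Ub-CHOP2 and 25nM reporter substrate; fluorescence (Ex 485/Em 531) read after 60min RT, normalized to NEM inhibition, concentration-response curves fitted.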
TRPV1 ag – HTS Assay for Compounds that Act as Agonists of the Vanilloid Receptor 1 | 320,000 compounds, 0.19% hits | TRPV1-expressing cells, Fluo-8 calcium influx, agonist mode | AID 540275, 2011 | activation, % at 8.33 µM; in the data active = activation above about 80%; inconclusive = between about 30% and that limit; also: 0% is about no effect
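TRPV1-expressing cells were cultured overnight at 35.5C and loaded with Fluo-8 calcium dye for 40 to 90 min at room temperature. After a 10 s baseline, compound was added and calcium influx was read kinetically for 3 min (ex 480/em 520 nm).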
BRCA1 expr act – qHTS Assay to Identify Small Molecule Activators of BRCA1 Expression; MCF7-BRCA1-FFLuc reporter, luminescence, 48 h; response scale: scaled: vehicle 0%, 10 µM genistein 100%; Potency, µM (series often up to 46.1 µM), without a hit: at the top dose activation, most hits filed as activators; 380,000 compounds, 1.1% hits; also: potency is read from the fitted curve at half-maximal effect; nearly all actives have a fitted effect of over 80% in size; some results filed as inactive show a strong effect at the top dose
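Quantitative HTS in MCF7 cells stably reporting BRCA1 expression via firefly luciferase. Compound treatment lasts 48 h at 37 °C in phenol-red free MEM. Activation is expressed relative to genistein at 10 microM and DMSO.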
ELG1 genotox – qHTS screen for small molecules that induce genotoxicity in human embryonic kidney (HEK293T) cells expressing luciferase-tagged ELG1. AID 504466, 2011. Potency, µM (series often up to 46 µM), without a hit: at the top dose activity change, positive = activation, hits mostly activators. 330,000 compounds, 1.3% hits. HEK293T ELG1-luciferase reporter, luminescence, 16 h; also: potency is read from the fitted curve at half-maximal effect; % of control where 0% means no effect; nearly all actives have a fitted effect of over 60% in size
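Genotoxic stress is detected as increased luminescence from luciferase-tagged ELG1 in HEK293T cells, measured with ONE-Glo after a 16 hr treatment at 37 °C.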
PTAP TSG101 blk – qHTS Assay for Iinhibitors of HIV-1 Budding by Blocking the Interaction of PTAP/TSG101 | Potency, µM (doses to about 115 µM), inactives show top-dose activity change, negative = inhibition, actives largely listed as inhibitors | AID 493005, 2010 | Fluorescence polarization, FITC-PTAP peptide / Tsg101 binding | 340,000 tested, under 10 active | Tumor susceptibility gene 101 protein (Homo sapiens), Q99816; active = well fitted inhibition curve with a large enough effect in the main read-out, with a control signal flat, not every such curve was filed as active; inconclusive = small, poorly fitted or top-dose-only effect, or effect the other way, or a change in a side signal; inactive = no such curve, though single readings can be large or run the other way; also: potency is read from the fitted curve at half-maximal effect; % of control where 0% means no effect
Target sequence (Q99816 whole entry, looked up): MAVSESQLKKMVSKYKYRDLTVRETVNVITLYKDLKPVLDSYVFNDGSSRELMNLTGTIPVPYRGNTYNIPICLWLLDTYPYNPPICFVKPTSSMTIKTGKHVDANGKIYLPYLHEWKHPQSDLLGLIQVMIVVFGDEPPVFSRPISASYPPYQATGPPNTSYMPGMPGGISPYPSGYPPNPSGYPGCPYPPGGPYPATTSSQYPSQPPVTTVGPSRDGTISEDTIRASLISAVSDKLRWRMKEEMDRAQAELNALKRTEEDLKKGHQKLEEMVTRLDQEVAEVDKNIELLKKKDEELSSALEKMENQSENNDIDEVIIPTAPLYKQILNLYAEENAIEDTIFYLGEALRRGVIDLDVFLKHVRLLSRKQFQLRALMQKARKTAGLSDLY
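Fluorescence polarization binding of Tsg101 binding domain (10 uM final) to FITC-labeled PTAP peptide (50 nM final) in HEPES pH 7.5 buffer with NaCl, Tween 20, EDTA, TCEP. Compounds added before peptide; binding 20 min at RT.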
B2AR arrestin – qHTS assay of beta-arrestin-biased ligands of beta2-adrenergic receptor; Beta-2 adrenergic receptor (Homo sapiens), P07550; beta-arrestin recruitment to beta2AR, cell-based reporter; Potency, µM (titrated, usually from 46.1 µM), for the others: top-dose activation, usual class: activators; 330,000 compounds, 0.02% hits;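 also: potency is read from the fitted curve at half-maximal effect; 0% = DMSO controls and full agonism = EC100 isoproterenol or metaproterenol; nearly all actives have a fitted effect of over 65% in size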
Target sequence (P07550 whole entry, looked up): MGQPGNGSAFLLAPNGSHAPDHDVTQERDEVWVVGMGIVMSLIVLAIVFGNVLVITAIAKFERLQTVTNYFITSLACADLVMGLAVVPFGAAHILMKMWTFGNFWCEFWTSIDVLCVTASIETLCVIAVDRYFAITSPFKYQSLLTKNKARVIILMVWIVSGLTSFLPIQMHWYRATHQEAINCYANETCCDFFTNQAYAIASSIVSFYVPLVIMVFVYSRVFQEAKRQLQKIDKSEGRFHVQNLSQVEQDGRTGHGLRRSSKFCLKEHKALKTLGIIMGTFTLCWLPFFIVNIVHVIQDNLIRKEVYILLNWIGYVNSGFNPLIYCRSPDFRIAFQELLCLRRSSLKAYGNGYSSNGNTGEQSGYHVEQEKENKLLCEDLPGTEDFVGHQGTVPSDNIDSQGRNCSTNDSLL
p53 reactivation – qHTS assay for re-activators of p53 using a Luc reporter; H1299 p53-A138V BP100-luciferase reporter, luminescence, 24 h; Potency, µM (series often up to 92.2 µM), for the others: at the top dose activity change, positive = activation, actives largely listed as activators; 320,000 compounds, 0.063% hits; AID 504706, 2011; also: potency is read from the fitted curve at half-maximal effect; % of control where 0% means no effect; nearly all actives have a fitted effect of over 45% in size
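H1299 (p53-null), stable ts p53-A138V + BP100-Luc; 1000 cells/well, Opti-MEM/10% FBS; cpd 4 pt, 1:5; 24 h, 37 deg C, 5% CO2; detection reagent 10 min RT; luminescence.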
Eya2 phos inh – qHTS Assay for Inhibitors of the Phosphatase Activity of Eya2. Protein phosphatase EYA2 (Homo sapiens), O00167. Potency, µM (top dose mostly 76.9 µM), without a hit: at the top dose activity, negative = inhibition, actives largely listed as inhibitors. recombinant Eya2, OMFP fluorescence dephosphorylation (OMFP is methylfluorescein phosphate). 330,000 compounds, 0.006% hits; also: potency is read from the fitted curve at half-maximal effect; % is scaled to controls: 0 for no effect and ±100 for the full control effect
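Eya2 (0.2 uM) preincubated 10 min at ambient with compound, then OMFP substrate added at 50 uM; 10 min reaction in 50 mM HEPES pH 7.5, 50 mM NaCl, 5 uM MgCl2, 0.05% BSA, 1 mM DTT. Fluorescence read at Ex 485/Em 525 nm.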
The depositor's hits bear a star; ? = inconclusive; · = not tested or not shown; [ ] = dose if it differs, or a comment. Unless noted, calls follow the shape of the dose curve; as a rule, active = well fitted curve in the direction sought with a large enough effect; inconclusive = small, poorly fitted or top-dose-only effect, or another doubt; inactive = no such curve, though single readings can be large; an effect the other way counts as inactive or inconclusive.

SMILES	a7 integrin act	ASM inhibitor	uPA generation	USP2a block	TRPV1 ag	BRCA1 expr act	ELG1 genotox	PTAP TSG101 blk	B2AR arrestin	p53 reactivation	Eya2 phos inh
COc1ccc(-c2ccc(NC(=O)c3ccc(Br)o3)cc2)nn1	2%	0%	1%	5%	-3	4µM*	2.1µM*	2%	-0.8%	28%	0%
CCN(CC)CC(O)c1ccc2ccc3ccc(O)cc3c2c1 (centres undefined)	-54%[inhibitor]	13%	-1%	·	·	-29%	·	1%	·	·	·
CN(C)/C=N/NC(=O)c1ccccc1	-6%	-2%	-5%	8%	-6	0%	11%	0%	0.0%	0%	13%
Cc1ccc(C)c(NC(=O)CSc2nc3ccccc3nc2N2CCOCC2)c1	11%	10%	4%	-1%	10	-8%	0%	1%	0.0%	12%	-10%
COc1ccc(-c2cnnn2-c2ccc(NC(=O)c3ccco3)cc2)cc1OC	-4%	0%	·	2%	-1	4%	6%	-4%	-0.2%	-11%	-10%
COC(=O)C1=C(C)N(Cc2ccccc2)C(=NCCCOC(C)C)N[C@H]1c1ccccc1	-35%	17%	?	1%	·	-31%	-7%	-4%	2.9%	0%	-24%
CS(=O)(=O)Cc1nc2ccccc2n1CC(=O)Nc1cccc(S(=O)(=O)N2CCCC2)c1	28%	-3%	12%	·	·	2%	·	-1%	·	·	·
CSc1ccc(S(=O)(=O)N(CC(=O)NN=C2CCN(C)CC2)c2ccc(C)cc2)cc1	3%	-5%	-17%	1%	1	-13%	1%	-9%	0.4%	3%	5%
Cc1noc(C)c1COc1ccc(C(=O)OCC(=O)OC(C)(C)C)cc1	-43%	-2%	-1%	-8%	30	-16%	-6%	2%	0.1%	-1%	-9%
Cc1cc(C)nc(Nc2ccc(C)c([N+](=O)[O-])c2)n1	3%	-6%	1%	1%	0	46%	?	-3%	-0.1%	3%	-11%
O=C(CCCn1cnc([N+](=O)[O-])n1)Nc1cccc(Cl)c1Cl	19%	8%	-2%	0%	25	-15%	2%	-8%	-0.6%	-2%	-7%
O=C(Nc1ccc(Oc2cccnc2)cc1)c1ccc([N+](=O)[O-])cc1	14%	0%	-1%	0%	3	12%	-2%	-2%	0.4%	0%	-8%
CCOC(=O)c1cc(C)sc1NC(=O)CSc1nccn1C	-6%	1%	3%	-2%	3	-5%	8%	-3%	-0.2%	0%	5%
O=C(/C=C/c1ccccc1)NCC(=O)N/N=C\c1cccnc1	-12%	-9%	24%	0%	0	-47%	1%	6%	0.1%	-5%	4%
CC(Oc1ccc(Cl)cc1)C(=O)NCC1CCCO1 (centres undefined)	12%	-24%	0%	2%	12	7%	-2%	0%	-0.3%	-1%	10%
O=c1onc(-c2cccnc2)n1-c1ccccc1F	-2%	5%	6%	13%	-1	-19%	0%	0%	8.1%	-1%	-18%
ON=C1c2ccccc2-c2ccccc21	?	-6%	8%	2%	-4	99%	-8%	-2%	-0.1%	9%	3%
CC(=O)c1cc2c(cc1NS(=O)(=O)c1ccc(C)cc1)OCCO2	0%	4%	-12%	1%	-1	-54%	1%	0%	0.0%	-7%	6%
COc1ccc(-c2ccc(=O)n(CC(=O)NCc3ccco3)n2)cc1	-4%	-5%	-2%	-3%	3	-17%	1%	-8%	0.4%	-9%	-21%
COc1ccc(NC(=O)CC(C)=O)c(OC)c1	6%	3%	-7%	15%	3	4%	1%	-1%	-0.6%	6%	?
O=C(COC(=O)Cc1ccccc1[N+](=O)[O-])NC1CCCC1	5%	2%	2%	2%	1	-7%	0%	-2%	-0.1%	-5%	9%
N#Cc1ccc(CSc2nnc(NC(=O)c3ccc4ncsc4c3)s2)cc1	-20%	-3%	-1%	-1%	-1	92%	?	-1%	-0.6%	2%	0%
Cc1ccc(CCNC(=O)CS(=O)Cc2nc(-c3ccccc3Cl)oc2C)cc1 (centres undefined)	11%	-1%	6%	4%	4	-28%	-2%	4%	-0.6%	-2%	-20%
Cc1cc(C)c2c(CC(=O)NC(C)C)coc2c1	16%	-1%	-11%	10%	10	-2%	-1%	-3%	-0.2%	-4%	16%
Cc1ccc(S(=O)(=O)/N=C(/Nc2cccc3ccccc23)c2ccc(F)cc2)cc1	?	-7%	2%	2%	6	-52%	-6%	-3%	0.3%	6%	12%

Entries listed above printed as active in BRCA1 expr act.
compound	a7 integrin act	ASM inhibitor	uPA generation	TRPV1 ag	BRCA1 expr act	PTAP TSG101 blk	B2AR arrestin	p53 reactivation	Eya2 phos inh
COc1ccc(-c2ccc(NC(=O)c3ccc(Br)o3)cc2)nn1	2%	0%	1%	-3	4µM*	2%	-0.8%	28%	0%

(listing goes on)
SMILES	a7 integrin act	ASM inhibitor	uPA generation	USP2a block	TRPV1 ag	BRCA1 expr act	ELG1 genotox	PTAP TSG101 blk	B2AR arrestin	p53 reactivation	Eya2 phos inh
COc1ccc(NC(=S)N2CCN(C(=O)c3ccccc3)CC2)cc1	1%	0%	-1%	2%	-3	-5%	-4%	-1%	0.4%	1%	-4%
O=C(CSc1nnc(-c2ccncc2)n1CC1CCCO1)Nc1ccccc1Cl (centres undefined)	-403%[inhibitor]	4%	·	-1%	2	-8%	0%	-3%	0.0%	1%	3%
COC(=O)c1ccc(Cn2nnc3c(=O)[nH]c(C4CCN(S(=O)(=O)c5cc(C)ccc5C)CC4)nc32)cc1	-1%	-11%	1%	0%	0	-43%	-1%	-1%	0.0%	-3%	5%
COc1ccc(OCC(=O)N2CCN(C(=O)c3ccc(F)cc3)CC2)cc1	35%	4%	1%	3%	-3	13%	-1%	-6%	-0.2%	-1%	4%
CCOc1ccc(NC(=O)CC(Cc2cc(C)cc(C)c2)C(=O)O)cc1 (centres undefined)	-18%	5%	5%	2%	1	-1%	0%	-1%	0.1%	-3%	0%
O=C(CSc1nnnn1-c1ccccc1)CSc1nnnn1-c1ccccc1	7%	7%	-4%	2%	-1	-33%	-3%	-3%	0.1%	2%	-4%
COCCn1c(SCc2ccc(C)cc2)nc2c1c(=O)[nH]c(=O)n2C	-8%	-6%	-5%	·	·	2%	·	-3%	·	·	·
COc1ccc(NC(=O)N(C2CCCCC2)C2CCN(C(C)C)CC2)c(OC)c1	0%	4%	13%	0%	2	-21%	-7%	-1%	0.0%	-14%	17%
Cc1[nH]nc2ncc(C(=O)c3cc(Cl)cc(Cl)c3O)cc12	34%	4%	3%	3%	-1	-12%	-6%	-13%	-0.3%	4%	7%
O=C(CSc1nc(NS(=O)(=O)c2ccccc2)cc(=O)[nH]1)Nc1ccccc1C(F)(F)F	41%	0%	5%	0%	-1	-9%	1%	-3%	-0.8%	-4%	-3%
COCc1cc(CN2CCN(C)CC2)c(O)c2ncccc12	-50%[inhibitor]	1%	-12%	0%	-11	-109%[inhibitor]	10%	-6%	-0.7%	?	3%
COc1ccc(N(C(=O)c2cccnc2)S(=O)(=O)c2cc(OC)ccc2OC)cc1	13%	2%	-24%	0%	2	-53%	1%	-4%	-0.4%	-8%	-5%

3 entries drawn at random from the list so far:
SMILES	a7 integrin act	ASM inhibitor	uPA generation	USP2a block	TRPV1 ag	BRCA1 expr act	ELG1 genotox	PTAP TSG101 blk	B2AR arrestin	p53 reactivation	Eya2 phos inh
O=C(CSc1nc(NS(=O)(=O)c2ccccc2)cc(=O)[nH]1)Nc1ccccc1C(F)(F)F	41%	0%	5%	0%	-1	-9%	1%	-3%	-0.8%	-4%	-3%
COc1ccc(NC(=S)N2CCN(C(=O)c3ccccc3)CC2)cc1	1%	0%	-1%	2%	-3	-5%	-4%	-1%	0.4%	1%	-4%
Cc1[nH]nc2ncc(C(=O)c3cc(Cl)cc(Cl)c3O)cc12	34%	4%	3%	3%	-1	-12%	-6%	-13%	-0.3%	4%	7%

Outcome played no part in choosing rows (roughly 2.6% active in at least one column).
